From PubChem
DENV2 CPE: inhibitors of DENV2 cytopathic effect, primary screen, cell-based, plate reader, single concentration; actives 1.7% (n = 350,000); DENV2-infected cells, cytopathic effect rescue; CPE inhibition, % at 9.99 µM; in the data active = CPE inhibition above about 20%, passing the limit was not always enough; inconclusive = no clear call, values can overlap the other calls; tested in BHK-21 cells;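 note: 0% = median of neutral control wells and 100% = median of positive control wells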
EWS-Fli inh: EWS/Fli-driven NR0B1 reporter inhibitors, primary screen, A673 cells, NR0B1 luciferase, luminescence, MLPCN library | viability-normalised | inhibition, % at 12.6 µM | actives 0.67% (n = 350,000) | AID 651661, 2012;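 active = mean inhibition of at least 50% after viability correction, with every replicate also passing that limit; inconclusive = mean reaches 50% but only one of two replicates passes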;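 note: firefly luciferase signal divided by Alamar Blue viability fluorescence both relative to DMSO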
PAX8 reporter: inhibitors of PAX8-driven TPO luciferase reporter, primary screen, RMG-I cells, single concentration; inhibition, % at 12.6 µM; actives 1.2% (n = 360,000); SteadyGlo, 24 h;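 active = mean replicate inhibition at least 60% with every replicate also reaching 60%; inconclusive = only one of the two criteria is met; inactive = mean below 60% and not all replicates reaching 60%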;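 note: luciferase light reporting Pax8 driven TPO promoter activity; plate controls were median of neutral control wells for no effect and mitoxantrone controls for full effect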
CASP6 VEID inh: human caspase-6 inhibitors, primary screen, biochemical, VEID-R110 fluorescence, single point, set 2; AID 686996, 2013; actives 0.53% (n = 350,000); purified caspase-6, Z-VEID-R110 cleavage fluorescence; P55212; inhibition, % at 12.5 µM;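 active = mean inhibition across replicates at least about 35%, with every replicate also reaching that limit, limit read from the data; inconclusive = only one of the two criteria met; inactive = neither criterion met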;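 note: 0% = median of neutral control wells and 100% = no fluorescence left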
Target sequence (P55212 24-179 limits assumed): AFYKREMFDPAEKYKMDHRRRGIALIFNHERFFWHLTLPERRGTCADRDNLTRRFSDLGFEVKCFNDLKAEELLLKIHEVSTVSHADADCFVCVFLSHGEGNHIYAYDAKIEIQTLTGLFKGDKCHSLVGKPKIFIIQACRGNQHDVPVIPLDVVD
Target sequence (P55212 194-293 limits assumed): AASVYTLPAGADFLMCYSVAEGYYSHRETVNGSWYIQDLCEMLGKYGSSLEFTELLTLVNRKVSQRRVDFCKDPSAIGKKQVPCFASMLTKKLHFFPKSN
ARNT-TACC3 inh: disruptors of ARNT/TACC3 protein interaction, primary screen, biochemical, AlphaScreen, single concentration; Transforming acidic coiled-coil-containing protein 3 (Homo sapiens), Q9Y6A5; AlphaScreen His-ARNT PAS-B/GST-TACC3 binding, luminescence; TACC3 fragment carries E629A point mutation; inhibition, % at 9.99 µM; actives 0.66% (n = 390,000); AID 623870, 2012;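 active = mean inhibition of replicates at least 50% and at least half of replicates each reaching 50%; inconclusive = half or more replicates reach 50% but mean below 50%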;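 note: 0% = complete ARNT plus TACC3 wells and 100% = ARNT alone without TACC3; many hits fall short of the cut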
SIRT5 block: SIRT5 desuccinylase inhibitors, primary screen, biochemical, fluorescence imaging, single point, set 5 | NAD-dependent protein deacylase sirtuin-5, mitochondrial (Homo sapiens), Q9NXA8 | Purified SirT5, succinyl-peptide AMC, trypsin-coupled fluorescence | inhibition, % at 15 µM | actives 1.1% (n = 330,000) | AID 652115, 2013; in the data active = inhibition above about 15%; inconclusive = no clear call, values can overlap the other calls
Target sequence (Q9NXA8 whole entry, looked up): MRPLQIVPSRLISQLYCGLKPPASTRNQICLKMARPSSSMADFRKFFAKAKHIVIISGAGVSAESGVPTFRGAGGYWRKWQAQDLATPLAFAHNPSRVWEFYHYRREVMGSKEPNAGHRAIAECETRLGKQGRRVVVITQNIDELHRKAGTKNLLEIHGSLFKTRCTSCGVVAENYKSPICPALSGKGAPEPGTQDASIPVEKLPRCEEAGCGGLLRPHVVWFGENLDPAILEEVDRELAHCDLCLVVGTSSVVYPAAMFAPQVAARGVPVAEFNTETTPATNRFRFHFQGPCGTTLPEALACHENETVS
LGR2 antag: inhibitors of bursicon-induced LGR2 CRE-luciferase signal, primary screen, cell-based, HEK293, CRE-luciferase reporter, bursicon stimulation. AID 720647, 2013. bursicon-stimulated, 4 h. actives 0.35% (n = 380,000). Drosophila bursicon receptor LGR2 (rickets). inhibition, % at 9.99 µM;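 active = drop in luminescence signal, shown as inhibition above about 50% in the replicate tests, limit read from the data, passing the limit was not always enough; inconclusive = probably only some replicates passing the limit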;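 note: agonist challenge used bursicon conditioned medium at about half maximal strength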
An asterisk follows results filed as active; ? = inconclusive; . = no result given; & = joins results of further samples; ! = repeats disagree.

SMILES	DENV2 CPE	EWS-Fli inh	PAX8 reporter	CASP6 VEID inh	ARNT-TACC3 inh	SIRT5 block	LGR2 antag
CCOC(=O)c1ccc(NC(=O)N2C3CCCC2CC(NC(C)=O)C3)cc1 (stereo not given)	-2	6	15	3	-1	-1	2
O=C(CC(F)(F)F)N1C[C@@H]2[C@H](c3ccccc31)[C@@H](CO)N2C(=O)Cc1ccccc1	-3	0	11	2	7	3	5
COc1ccc(OC)c(NC(=O)CSc2nc(=O)n(CCN3CCOCC3)c3c2CCCC3)c1	3	0	23	-1	0	-1	10
N#CC1=C(S)N(c2ccccc2)C(c2ccc(-c3ccccc3Cl)o2)NC1=O (stereo not given)	.	.	11	.	42	.	9
COc1ccc(C(=O)NCC(=O)N/N=C(\C)c2ccco2)cc1OC	0	-9	1	-3	32	-1	4
CC1CCC(C(C)C)C(OC(=O)Cn2c(-c3ccccc3)[n+](C)c3ccccc32)C1 (stereo not given)	-14&-13	14&28	81*	1&4	2&-6	19*!	59*
COc1ccc(Cl)cc1N(CC(=O)N/N=C/c1ccc(OC(C)C)cc1)S(=O)(=O)c1ccc(C)c([N+](=O)[O-])c1	3	4	27	-1	-5	-3	26
O=C(C[C@H]1C=C[C@@H](NC(=O)Cc2cccnc2)[C@H](CO)O1)NCc1ccc2c(c1)OCO2	3	-1	16	0	-7	-1	-5
COc1ccc(-c2cc(C3CC3)nc(SCC(=O)c3cccs3)c2C#N)cc1	.	.	26	.	-20	.	7
CO[C@@H]1CC[C@@H]2CCN(C)C(=O)[C@H](C)N(C)C(=O)c3cccc(C#N)c3OC[C@@H]1O2	2	-1	-14	4	36	2	-1
COC(=O)C[C@H]1c2cc(F)ccc2S(=O)(=O)N1c1ccccc1	-5	-10	-6	-2	17	-1	4
O=C1OC(/C=C/c2ccccc2)=NC/1=C/c1ccco1	?	0	4	39*	-15	5	-12
C=CCNC(=S)NNC(=O)CCC(O)COCCC(C)C (stereo not given)	-7	8	9	1	-7	0	7
O=C(Nc1ccccc1)N1CC(=O)N2[C@H](CO)[C@H](c3ccc(C#CC4CC4)cc3)[C@@H]2C1	3	-2	19	1	.	-4	6
Cc1ccc(NC(=O)CCNC(=O)c2ccc(Cl)cc2)cc1F	-8	8	3	-1	-2	2	-16
CCCNC(=O)c1ccccc1NC(=O)C1=CSCCO1	0	8	-10	1	-2	0	-2
C/C(=N\NC(=O)c1ccc(N2CCCC2=O)cc1)c1ccccc1	15	-21	-21	0	1	-7	24
CCCNC(=O)N1[C@@H](CO)[C@@H]2c3ccccc3N(C(=O)NC(C)C)C[C@@H]21	-5	3	-9	1	-6	1	4
COc1ccc(-c2ccc([C@@H]3[C@H](C#N)N(C(=O)C4CCC4)[C@H]3CO)cc2)cc1	1	-3	7	1	-10	-2	4
Cn1c(=O)c2cc(NC(=O)CCc3ccccc3)ccc2n1Cc1cccc(C(F)(F)F)c1	-9	1	1	0	.	0	3
CCOc1ccc(C(=O)NCC(=O)NCC(c2ccco2)N2CCCCC2)cc1OCC (stereo not given)	4	-1	1	-106	-2	-1	-12
O=C(c1ccc2c(c1)OCO2)N1CC(=O)N2[C@@H](CO)[C@@H](c3ccc(C#Cc4ccccc4)cc3)[C@@H]2C1	2	2	.	0	.	3	23
CC1(c2ccc([N+](=O)[O-])cc2)NC(=O)N(CC(=O)Nc2cccnc2Cl)C1=O (stereo not given)	2	7	9	0	3	-2	0
OC[C@@H]1[C@H](c2ccccc2)C2(CN(CCC(F)(F)F)C2)N1Cc1cccnc1	-10	-1	-2	.	.	-6	-11
O=C(Nc1cc(F)ccc1F)N1CC(=O)N2[C@H](C1)[C@@H](c1ccc(C#CC3CCCCC3)cc1)[C@@H]2CO	-1	-2	2	5	.	20*	5
COc1cccc(COC(=O)Nc2ccccc2)c1OC	6	-123	-157	-2	.	.	-52
CN(CC(=O)NCc1ccccn1)S(=O)(=O)c1ccc(Br)cc1	.	0	-15	0	3	-4	7
CN(Cc1cccs1)c1nc(-c2cccnc2)nc2ccccc12	11	15	11	2	-5	-2	-2
Nc1nc(-c2cccnc2)nc2sc3c(c12)CCCC3	4	-39	-185	-1	.	-9	-37
CCOC(=O)N1CCc2c(sc(NC(=O)c3ccc(S(=O)(=O)N4CCCC4)cc3)c2C#N)C1	17	21	20	5	2	9	25
COCC(=O)Nc1ccc2c(c1)C(=O)N(C)C[C@@H](OC)[C@H](C)CN(C)[C@@H](C)CO2	?	6	1	-1	8	0	6
CN(CC(=O)Nc1ccccc1Cl)C(=O)COC(=O)c1cc([N+](=O)[O-])ccc1N1CCOCC1	-1	3	.	7	3	-1	42
O=C(CSc1nnc(COc2ccccc2Cl)o1)Nc1ccccc1	13	-3	-21	1	2	-2	4
Cc1cccc(-c2ccc([C@@H]3[C@@H](CO)N4C(=O)CN(C(=O)c5cccnc5)C[C@@H]34)cc2)c1	4	-1	-7	-1	.	-6	9
O=C(C[C@@H]1CC[C@@H]2[C@H](COC[C@H](O)CN2C(=O)c2ccc(F)cc2)O1)NCc1cccc(F)c1	-1	2	-19	-1	5	-1	-12
O=C(c1ccco1)N1CCN(CCCCN2C(=O)c3ccccc3C2=O)CC1	-13	5	.	3	-1	-2	0
O=C(NCCCN1CCOCC1)c1cc(Cl)ccc1OCc1ccccc1	2	.	27	-1	.	2	3
COc1ccc(S(=O)(=O)Cc2ccc(C(=O)N3CCOCC3)o2)cc1	6	0	-18	-1	-5	.	-7
CC1=C(C(=O)N(C)C)CC(CC(=O)NCc2cccs2)C(=O)N1CCC1=CCCCC1 (stereo not given)	-5	-26	-24	-2	.	0	-1
C=CCOC(=O)[C@H]1[C@@H]2C(=O)O[C@@H](c3ccccc3)[C@@H](c3ccccc3)N2[C@@H](c2ccc(OCCOC(=O)[C@H]3C[C@H]4C(=O)NCC(=O)N4[C@H]3c3ccc(O)cc3)cc2)[C@]12C(=O)Nc1ccccc12	7	4	-4	-1	7	-6	.
COc1ccc(CCN=Cc2ccccc2O)cc1OC	-2	2	-1	-1	-1	0	-28
CS(=O)(=O)Nc1ccc2c(c1)[C@@H]1C[C@H](CC(=O)N3CCOCC3)O[C@@H](CO)[C@@H]1O2	3	2	.	0	-10	4	-16
CCCNC(=O)C[C@@H]1CC[C@H]2[C@@H](COC[C@@H](O)CN2C(=O)C2CCOCC2)O1	4	3	-19	-1	8	-2	-3
COc1ccc(-n2nnnc2CNC(=O)c2ccc(S(=O)(=O)N3CCOCC3)cc2)cc1	-3	6	-14	0	-5	-1	4
O=C(Nc1ccc(CN2CCOCC2)cc1)c1ccc(Br)cc1	11	-81	-82	0	-1	-2	-27
C[C@H]1CN([C@@H](C)CO)C(=O)c2cc(NS(=O)(=O)c3ccc(F)cc3)ccc2O[C@@H]1CN(C)C(=O)Nc1cccc2ccccc12	-2	0	.	0	-4	2	-5
C[C@@H]1CN([C@@H](C)CO)C(=O)c2cc(-c3cccc(F)c3)cnc2O[C@@H]1CN(C)S(C)(=O)=O	-10	5	.	4	-11	1	6
C[C@H]1CN([C@@H](C)CO)C(=O)c2cc(C#CCN(C)C)cnc2O[C@H]1CN(C)Cc1ccc(F)cc1	32*	3	.	1	4	-3	44
Cc1ccc(S(=O)(=O)Nc2ccc3c(c2)C(=O)N([C@@H](C)CO)C[C@@H](C)[C@H](CN(C)Cc2ccc(-c4ccccc4)cc2)O3)cc1	0	8	31	1	16	-4	-2
O=S(=O)(Cc1ccc(Cl)cc1)N1CCN(c2ncccn2)CC1	-2	.	4	-1	2	-5	11
O=C(O)CSc1nc(-c2cccs2)cc(C(F)(F)F)n1	-1	8	10	1	-2	-1	6
CN1CCN(C(=O)C[C@H]2CC[C@H]3[C@@H](COC[C@@H](O)CN3C(=O)Nc3ccc4c(c3)OCO4)O2)CC1	-1	-30	-60	0	5	3	-11
COC(=O)C(Cc1ccccc1)NC(=O)c1ccc(C)cc1 (stereo not given)	1	7	-6	3	-8	-4	-39
CC(C)C(NC(=O)c1c(F)cccc1F)C(=O)N1CCN(S(=O)(=O)/C=C/c2ccccc2)CC1 (stereo not given)	-7	-1	20	-2	-3	10	-10
COc1ccc(CCOC(=O)CNC(=O)c2ccc(Cl)cc2Cl)cc1	4	-4	7	2	-11	0	1
CCOc1ccc2oc(=O)cc(CN3CCN(Cc4ccccc4)CC3)c2c1	6	4	-3	-1	-5	-3	-7
Cc1ccc(C(=O)Nc2ccnc(-c3cccnc3)n2)cc1	-4	-32	-31	-2	-3	1	-44
Cc1ccc(NC2CCCN(C(=O)c3cccc4nccnc34)C2)cc1C (stereo not given)	-1	10	-1	-3	3	-3	4
Cc1ccc(NC(=O)c2cccc(-n3cnnn3)c2)cc1Cl	3	-19	9	-3	-3	-1	-13
O=C(Nc1nc2c(s1)CN(Cc1ccccc1)CC2)C1CCC1	5	-62	-86	-5	-9	1	-12
Later entries
SMILES	DENV2 CPE	EWS-Fli inh	PAX8 reporter	CASP6 VEID inh	ARNT-TACC3 inh	SIRT5 block	LGR2 antag
C[C@@H](NC(=O)C[C@H]1C[C@H]2c3cc(NS(=O)(=O)c4ccc(F)cc4)ccc3O[C@H]2[C@@H](CO)O1)c1ccccc1	?	9	21	3	1	0	-15
C[C@@H]1CN([C@@H](C)CO)C(=O)c2cc(N(C)C)ccc2O[C@H]1CN(C)Cc1ccccc1	?	-2	-8	1	-9	-4	8
CCOC(=O)C1CCCN(C2CC(=O)N(c3ccc(C(C)C)cc3)C2=O)C1 (stereo not given)	-1	-3	-22	5	-14	-3	-10
CC(=NNc1nc2ccccc2o1)c1ncccn1	-15	-1	74*	-9	62*	.	4
Cn1cnc(CCNC(=O)C[C@H]2CC[C@@H]3[C@H](COC[C@@H](O)CN3C(=O)Nc3ccc(F)cc3)O2)c1	8	-8	-7	0	-3	-1	4
COc1ccc(NC(=O)N(C)C[C@H]2Oc3ccc(NC(=O)Nc4ccc5c(c4)OCO5)cc3CC(=O)N([C@H](C)CO)C[C@@H]2C)cc1	8	5	13	.	0	.	9
Cc1noc(C)c1NC(=O)Nc1ccc2c(c1)C(=O)N([C@@H](C)CO)C[C@@H](C)[C@@H](CN(C)C(=O)Cc1ccccc1)OCCCC[C@@H](C)O2	2	0	-11	0	0	0	-13
Cc1ccc(S(=O)(=O)N2CCOCC2)cc1NC(=O)COc1ncnc2ccccc12	.	.	-9	.	-8	.	11
Cc1[nH]c2ccccc2c1C(=O)C(=O)NC1CC1	-4	.	26	-2	-1	3	7
Cn1c(N)c(C(=O)CSc2ccccn2)c(=O)n(C)c1=O	.	.	-20	.	3	.	8
CN(Cc1ccc(-n2cccn2)cc1)Cc1nc(-c2cnccn2)no1	13	2	-15	-4	-10	-2	-1
O=C1NCCc2onc(-c3ccc(Br)cc3)c21	-7	-59	-63	-1	.	-7	3

Whole records as entered above. Screens in order: DENV2 CPE | EWS-Fli inh | PAX8 reporter | CASP6 VEID inh | ARNT-TACC3 inh | SIRT5 block | LGR2 antag
Entry for CC(=NNc1nc2ccccc2o1)c1ncccn1 = -15 | -1 | 74* | -9 | 62* | . | 4
Entry for CN(Cc1ccc(-n2cccn2)cc1)Cc1nc(-c2cnccn2)no1 = 13 | 2 | -15 | -4 | -10 | -2 | -1
Entry for Cn1c(N)c(C(=O)CSc2ccccn2)c(=O)n(C)c1=O = . | . | -20 | . | 3 | . | 8
Entry for COc1ccc(NC(=O)N(C)C[C@H]2Oc3ccc(NC(=O)Nc4ccc5c(c4)OCO5)cc3CC(=O)N([C@H](C)CO)C[C@@H]2C)cc1 = 8 | 5 | 13 | . | 0 | . | 9
